Screening data deposited in PubChem by several laboratories.
STAT3 act: STAT3 signaling activation. U3A cells, IL-6 STAT3-luciferase reporter, luminescence; 100% = signal with IL-6 EC80 alone. activation (% of control), % at 5.6 µM. 0.91% of 190,000 active. AID 871;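 active = activation above the screen-wide mean of compound activation plus 3 SD, cut at about 130% in these data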;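 also: 0% = background luminescence of wells with medium and substrate only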
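System – human U3A cells carrying STAT3-luciferase construct · Probe or stimulus – Interleukin-6, 33 ng/mL · Schedule – compound 1 h, then IL-6 6 h at 37 °C · Signal – luminescence from STAT3-driven luciferase reporter · Evaluation – percent of IL-6-only median luminescence · Benchmarks – IL-6-only high control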
STAT1 inh: inhibitors of IFN-gamma induced STAT1 signaling; NIH 3T3 STAT1-luciferase reporter, luminescence; inhibition, % at 5.5 µM; 0.35% of 200,000 active;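 active = inhibition above a set limit, the mean inhibition across all tested compounds plus 3 SD, cut at about 34% in these data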;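 also: 0% = IFN-gamma with DMSO and 100% = IFN-gamma with 300 µM nifuroxazide; values of inactives mirror those of a sister screen read the other way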
Hsp70 act: Hsp70 transcriptional activation, primary screen; HeLa Hsp70 promoter luciferase reporter, luminescence; scaled: vehicle 0, proteasome-inhibitor control 100%; activation, % at 10 µM; 0.04% of 200,000 active; AID 1203;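 active = activation above the mean across all tested compounds plus 3 SD, cutoff set per campaign, cut at about 5.5% in these data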;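 also: 100% = MG132 at 30 µM as the positive control and 0% = DMSO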
G6PDH CS: L. mesenteroides G6PDH inhibition counter-screen | AID 1020 | inhibition, % at 5 µM | 0.12% of 200,000 active | Purified L. mesenteroides G6PDH, diaphorase/resazurin coupled fluorescence, 45 min; in the data active = inhibition above about 50%
Diaphorase inh: inhibits diaphorase or chemically oxidizes, flagging diaphorase assay artifacts. inhibition, % at 20 µM. AID 1217. 0.69% of 190,000 active. diaphorase resazurin-to-resorufin fluorescence, NADH, 16 min; bacterial (C. kluyveri) enzyme, not human;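 active = primary screen inhibition at 20 µM above a set limit, cut at about 50% in these data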;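 also: plate controls were DMSO with full reaction for no effect and wells lacking NADH for full effect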
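controls = No-NADH positive control and DMSO neutral control | system = Clostridium kluyveri diaphorase enzyme | timing = reaction incubation of 16 min at room temperature | signal = resorufin fluorescence 544/590 nm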
Diaph act CS: diaphorase activation or chemical reduction counter-screen. Diaphorase/resazurin coupled assay, resorufin fluorescence, 16 min; stronger effect = higher value; 1 = vehicle wells, 0 = NADH-free wells. activation factor at 20 µM. 0.005% of 190,000 active;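 active = diaphorase activity raised at least twofold by the compound at 20 µM; inactive = activation factor below 2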
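Material: Purified diaphorase enzyme from Clostridium kluyveri | Buffer or medium: 50 mM HEPES pH 7.4 with 4.542 mM MgCl2, 0.005% Tween 20 | Times: 16 min enzyme reaction, ambient temperature | Signal: Red resorufin fluorescence at 544/590 nm excitation/emission | Measure: Increased resorufin signal from activators or reducing compounds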
STAT1 act: increases IFN-gamma driven STAT1 reporter signal; AID 932; 2.6% of 200,000 active; activation (% of control), % at 5.5 µM; NIH 3T3 STAT1-luciferase reporter, luminescence; 100% = IFN-gamma alone, no compound;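 active = activation above the screen-wide mean activation plus 3 SD, cut at about 130% in these data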;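 also: raw ratio to IFN-gamma control signal so 100% means no change and 0% no light; values of inactives mirror those of a sister screen read the other way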
STAT3 inh: STAT3 signaling inhibition | U3A cells, IL-6 STAT3-luciferase reporter, luminescence; host cell line lacks STAT1 | inhibition, % at 5.5 µM | 0.89% of 190,000 active;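 active = inhibition above the mean inhibition across all screened compounds plus 3 SD, cut at about 44% in these data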;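 also: 0% = DMSO only wells and 100% = 100 µM nifuroxazide control wells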
APP transl inh: APP translation inhibition; SH-SY5Y APP 5'UTR-luciferase reporter, luminescence; inhibition, % at 2 µM; 0.82% of 190,000 active; AID 1285;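 active = inhibition above a set limit, derived from the sample mean plus 3 SD, cut at about 45% in these data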; also: values of inactives mirror those of a sister screen read the other way
TLR4 MyD88 comp: TLR4-MyD88 interaction inhibition in cells. O00206+Q99836. HeLa CL3-4 TLR4/MyD88 BLA complementation, FRET ratio. inhibition, % at 8.4 µM. 0.18% of 200,000 active. AID 861; in the data active = inhibition above about 25%;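 also: 0% = vehicle and 100% = reference inhibitor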
Target sequence (O00206 whole entry, looked up): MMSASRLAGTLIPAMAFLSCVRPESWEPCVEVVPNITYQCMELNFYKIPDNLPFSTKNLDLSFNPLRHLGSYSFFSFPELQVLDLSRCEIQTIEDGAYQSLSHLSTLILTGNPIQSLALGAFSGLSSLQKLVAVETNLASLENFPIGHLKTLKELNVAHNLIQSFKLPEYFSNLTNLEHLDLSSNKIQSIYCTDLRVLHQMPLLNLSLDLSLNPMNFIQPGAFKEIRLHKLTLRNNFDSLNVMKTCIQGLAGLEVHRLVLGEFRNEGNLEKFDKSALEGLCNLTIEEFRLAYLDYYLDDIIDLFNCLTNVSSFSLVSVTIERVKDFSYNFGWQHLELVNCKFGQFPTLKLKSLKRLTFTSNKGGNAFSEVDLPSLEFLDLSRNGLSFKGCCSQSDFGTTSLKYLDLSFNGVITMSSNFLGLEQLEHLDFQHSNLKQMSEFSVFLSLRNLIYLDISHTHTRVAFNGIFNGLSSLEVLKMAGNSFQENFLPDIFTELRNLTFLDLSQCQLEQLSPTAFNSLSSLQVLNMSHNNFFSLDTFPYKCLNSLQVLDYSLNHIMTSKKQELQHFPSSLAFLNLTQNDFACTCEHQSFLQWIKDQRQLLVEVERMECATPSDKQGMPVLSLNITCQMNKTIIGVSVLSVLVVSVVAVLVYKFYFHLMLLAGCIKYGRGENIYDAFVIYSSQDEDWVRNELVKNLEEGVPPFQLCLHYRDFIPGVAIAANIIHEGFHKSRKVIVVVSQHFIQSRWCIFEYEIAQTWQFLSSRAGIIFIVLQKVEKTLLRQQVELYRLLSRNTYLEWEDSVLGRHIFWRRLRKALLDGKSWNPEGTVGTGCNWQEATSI
Target sequence (Q99836 whole entry, looked up): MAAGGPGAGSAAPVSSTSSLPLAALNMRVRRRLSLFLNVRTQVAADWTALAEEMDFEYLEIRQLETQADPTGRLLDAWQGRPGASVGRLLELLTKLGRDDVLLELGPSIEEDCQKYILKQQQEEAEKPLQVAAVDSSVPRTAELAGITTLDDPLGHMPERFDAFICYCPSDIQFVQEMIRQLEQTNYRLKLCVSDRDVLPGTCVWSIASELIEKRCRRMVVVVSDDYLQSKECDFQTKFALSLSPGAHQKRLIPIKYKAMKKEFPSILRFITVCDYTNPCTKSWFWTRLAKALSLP
Active calls of the source: *.

SMILES | STAT3 act | STAT1 inh | Hsp70 act | G6PDH CS | Diaphorase inh | Diaph act CS | STAT1 act | STAT3 inh | APP transl inh | TLR4 MyD88 comp
O=C(NCc1ccco1)c1ccccc1-c1ccccc1 | 100 | -2 | -0.4 | -1 | -1 | 1 | 102 | 6 | -10 | 0
CC(=O)Nc1ccc2c(COC(=O)CC3Sc4ccccc4NC3=O)cc(=O)oc2c1 (centres undefined) | 120 | -7 | 0.1 | 9 | 13 | 0.9 | 106 | -15 | -17 | -5
O=C(COC(=O)[C@H](Cc1ccccc1)NC(=O)c1cccs1)Nc1cc(F)ccc1F | 103 | -2 | 0.0 | 5 | 19 | 0.8 | 102 | -3 | -12 | -19
Cc1nn(Cc2ccc(Cl)cc2)c(C)c1NC(=O)c1noc2c1CCCCC2 | 92 | 4 | 0.0 | 7 | 20 | 0.8 | 98 | 14 | 2 | 2
Cc1ccccc1CN1CCN(S(=O)(=O)c2cccs2)CC1 | 104 | 10 | 0.1 | 14 | 16 | 0.8 | 91 | -3 | 13 | -2
CCCOC(=O)c1ccc(Oc2cn[nH]c2-c2ccc(OC)cc2O)cc1 | 95 | -9 | 0.3 | 6 | 24 | 0.8 | 109 | 10 | 12 | -6
O=C(Nc1nc2ccccc2[nH]1)C12CC3CC(CC(C3)C1)C2 | 100 | -35 | 0.1 | -9 | 15 | 0.8 | 132* | 6 | -79 | -9
O=S(=O)(c1ccccc1)n1ccc2ccccc21 | 139* | 1 | 0.2 | 11 | 15 | 0.9 | 99 | -41 | -12 | -1
CCn1cc(Br)c(C(=O)Nc2cccc(Cl)c2)n1 | 110 | -6 | 0.0 | -2 | 10 | 0.9 | 108 | -8 | -3 | -14
CCOc1ccc(N/C=C/C(=O)c2ccccc2)c([N+](=O)[O-])c1 | 28 | 14 | -0.4 | -32 | 3 | 1 | 87 | 85* | -157 | -4
COc1cc2c(cc1OC)C(C)N(C(=O)CCN1C(=O)C3C4C=CC(C4)C3C1=O)CC2 (centres undefined) | 92 | 8 | 0.0 | 6 | 12 | 0.9 | 94 | 16 | 13 | 8
COCCCNc1nc(SCc2ccccc2)nc2sc3c(c12)CCC3 | 99 | -2 | -0.3 | -4 | 13 | 0.9 | 102 | 5 | -9 | -2
CC(C)Sc1nc2ccc(Br)cc2[nH]1 | 102 | -20 | 0.1 | 2 | 3 | 1 | 116 | 2 | -36 | 3
Cc1cc(C)c2c(CN3CCN(CCO)CC3)cc(=O)oc2c1 | 103 | 1 | -0.1 | 8 | -12 | 1.1 | 100 | 3 | 0 | -4
CCOC(=O)CCCNC(=O)CCNC(=O)c1ccc(OCC)cc1 | 98 | -4 | 0.3 | -2 | 8 | 0.9 | 104 | 6 | -12 | -11
COc1ccc(C(=O)Nn2c(SCC(=O)N3CCC(C)CC3)nc3ccccc3c2=O)cc1 | 31 | 64* | -0.5 | 6 | 2 | 1 | 42 | 88* | -31 | -9
CCOC(=O)c1oc2ccccc2c1CN1CCCCC1 | 104 | 0 | -0.1 | 4 | -2 | 1 | 100 | 1 | 15 | -4
COC(=O)c1ccc(CSc2nc3ccccc3c(=O)n2Cc2ccco2)o1 | 88 | 9 | 0.0 | -33 | 25 | 0.7 | 92 | 18 | 3 | 4
O=C(O)CS/C(=C\c1ccc(F)cc1)c1nc2ccccc2s1 | 136* | -21 | 0.0 | 9 | 8 | 0.9 | 119 | -43 | -24 | 0
O=C(O)c1cccc(-n2cccc2/C=C\[N+](=O)[O-])c1 | 107 | 19 | -0.2 | 20 | 48 | 0.5 | 82 | -2 | -1 | -18
Cc1ccc(-c2nc(C#N)c(NCc3cccc4c3OCO4)o2)cc1 | 110 | -4 | -0.3 | -35 | 26 | 0.7 | 96 | -8 | -2 | 12
Cc1ccccc1/C=C1\CCCc2ccccc2C1=O | 92 | -63 | -0.1 | 9 | 0 | 1 | 158* | 8 | -116 | 1
c1ccc2c(c1)C(=NC1CCCCC1)NC2=NC1CCCCC1 | 82 | 7 | -0.1 | 1 | 9 | 0.9 | 94 | 25 | 8 | 0
CC(=O)c1ccc(NC(=O)C2Cc3ccccc3CN2C(=O)c2ccccc2)cc1 (centres undefined) | 106 | -8 | -0.2 | -12 | 16 | 0.8 | 107 | -8 | 9 | -2
Cc1ccc(C(=O)NC(=S)Nc2cccc3c(C)cc(C)nc23)cc1 | 114 | 0 | 0.0 | -1 | 11 | 0.9 | 100 | -10 | -20 | 6
Cc1ccc(N2C(=O)c3ccccc3C2C(=O)c2cc(C)ccc2O)cc1 (centres undefined) | 101 | -9 | 0.2 | 16 | 30 | 0.7 | 108 | 7 | -17 | 6
O=C(CCc1nnc(-c2ccc(-c3ccccc3)cc2)o1)N1CCCCC1 | 86 | -19 | -0.4 | 9 | 34 | 0.7 | 115 | 21 | 14 | -18
O=C(CNc1cc(S(=O)(=O)N2CCOCC2)ccc1N1CCCC1)N1CCc2ccccc21 | 105 | 8 | -0.1 | 8 | 30 | 0.7 | 92 | -4 | -19 | -10
CCOc1ccccc1C(=O)N(Cc1ccco1)C1CCS(=O)(=O)C1 (centres undefined) | 102 | 1 | -0.1 | 8 | -2 | 1 | 99 | -1 | -5 | -20
COc1ccc2[nH]c3c(c2c1)CCNC3C1CC=C(C)CC1 (centres undefined) | 100 | -6 | 0.0 | 11 | -31 | 1.3 | 104 | 5 | 27 | 1
Cc1ccc(C2CC(c3ccco3)n3ncnc3N2)cc1 (centres undefined) | 99 | 7 | 0.0 | 4 | 2 | 1 | 93 | 6 | 1 | 13
O=C(NCCc1c[nH]c2ccccc12)/C(=C/c1cccnc1)NC(=O)c1ccco1 | 108 | 2 | 0.0 | 11 | 6 | 0.9 | 96 | -2 | -12 | -10
COc1cc2c(cc1OC)CN(C(=O)c1cc(=O)c3ccccc3o1)CC2 | 93 | 9 | -0.5 | 9 | -6 | 1.1 | 92 | 16 | 14 | 10
O=C(c1cc(-c2ccccn2)nc2ccc(Br)cc12)N1CCc2ccccc2C1 | 112 | 5 | 0.1 | -16 | 23 | 0.8 | 95 | -6 | -6 | 7
CCN(C(=S)NC(=O)C1CCCC1)C1CCCCC1 | 102 | 3 | -0.4 | 4 | 11 | 0.9 | 96 | 4 | -6 | 0
NC(=O)N/N=C/c1ccccc1OCC(=O)NCc1ccccc1 | 104 | 7 | -0.3 | 8 | 12 | 0.9 | 96 | -7 | -8 | 1
CCCN1C2=NS(=O)(=O)CCN2c2ccccc21 | 117 | -5 | -0.2 | 12 | -5 | 1 | 105 | -16 | -1 | 0
O=C(O)c1cccnc1Sc1ccccc1 | 102 | -3 | -0.2 | 14 | -8 | 1.1 | 103 | -3 | 8 | -6
O=C(O)c1ccc(Nc2ncnc3c2cnn3Cc2ccccc2)cc1 | 105 | -2 | -0.3 | 4 | 13 | 0.9 | 102 | 2 | -1 | 6
COc1ccc(C2C(C(=O)NCCN3CCOCC3)c3ccccc3C(=O)N2C2CCCCC2)cc1 (centres undefined) | 102 | 1 | -0.2 | 1 | 14 | 0.9 | 107 | 0 | -3 | 1

As a working copy, 8 of the compounds above:
SMILES | STAT3 act | STAT1 inh | Hsp70 act | G6PDH CS | Diaphorase inh | Diaph act CS | STAT1 act | STAT3 inh | APP transl inh | TLR4 MyD88 comp
COc1cc2c(cc1OC)CN(C(=O)c1cc(=O)c3ccccc3o1)CC2 | 93 | 9 | -0.5 | 9 | -6 | 1.1 | 92 | 16 | 14 | 10
O=C(c1cc(-c2ccccn2)nc2ccc(Br)cc12)N1CCc2ccccc2C1 | 112 | 5 | 0.1 | -16 | 23 | 0.8 | 95 | -6 | -6 | 7
CCN(C(=S)NC(=O)C1CCCC1)C1CCCCC1 | 102 | 3 | -0.4 | 4 | 11 | 0.9 | 96 | 4 | -6 | 0
NC(=O)N/N=C/c1ccccc1OCC(=O)NCc1ccccc1 | 104 | 7 | -0.3 | 8 | 12 | 0.9 | 96 | -7 | -8 | 1
CCCN1C2=NS(=O)(=O)CCN2c2ccccc21 | 117 | -5 | -0.2 | 12 | -5 | 1 | 105 | -16 | -1 | 0
O=C(O)c1cccnc1Sc1ccccc1 | 102 | -3 | -0.2 | 14 | -8 | 1.1 | 103 | -3 | 8 | -6
O=C(O)c1ccc(Nc2ncnc3c2cnn3Cc2ccccc2)cc1 | 105 | -2 | -0.3 | 4 | 13 | 0.9 | 102 | 2 | -1 | 6
COc1ccc(C2C(C(=O)NCCN3CCOCC3)c3ccccc3C(=O)N2C2CCCCC2)cc1 (centres undefined) | 102 | 1 | -0.2 | 1 | 14 | 0.9 | 107 | 0 | -3 | 1

(listing goes on)
SMILES | STAT3 act | STAT1 inh | Hsp70 act | G6PDH CS | Diaphorase inh | Diaph act CS | STAT1 act | STAT3 inh | APP transl inh | TLR4 MyD88 comp
N/C(=N\OCc1ccccc1)c1nonc1N | 91 | -31 | 0.6 | 13 | 7 | 0.9 | 129* | 19 | -63 | -16
CCCn1c(-c2ccncc2)n[nH]c1=S | 94 | -12 | -0.1 | 4 | 22 | 0.8 | 109 | 10 | 14 | 7
CC(C)c1ccc(/C=C2\SC(N3CCCC3)=NC2=O)cc1 | 89 | 4 | -0.2 | -6 | 17 | 0.8 | 97 | 12 | 12 | -4
CC1=C(C(=O)N2CCOCC2)C(c2ccc(Cl)cc2)NC(=S)N1 (centres undefined) | 104 | -5 | -0.2 | 7 | 4 | 1 | 105 | 1 | -11 | 0
O=C(Nc1ccccc1)N1CCC(C(=O)N2CCN(c3ccccc3F)CC2)CC1 | 98 | 16 | -0.3 | 9 | 17 | 0.8 | 84 | 7 | 11 | 7
COC(CNS(=O)(=O)c1cccc2nonc12)OC | 104 | 5 | 0.1 | 4 | 4 | 1 | 95 | -4 | 10 | -9
CC1(C)CC(=O)C2=C(C1)N(Cc1cccnc1)C(=O)C2(NC(=O)C1CC1)C(F)(F)F (centres undefined) | 102 | 3 | -0.2 | -2 | 13 | 0.9 | 97 | 2 | -18 | -2
CC1CCCC(NC(=O)C2CCN(S(=O)(=O)N3CCC4(CC3)OCCO4)CC2)C1C (centres undefined) | 102 | 6 | -0.5 | 7 | 7 | 0.9 | 95 | 1 | 4 | -1

Copied from the results shown (two entries):
SMILES | STAT3 act | STAT1 inh | Hsp70 act | G6PDH CS | Diaphorase inh | Diaph act CS | STAT1 act | STAT3 inh | APP transl inh | TLR4 MyD88 comp
CC(C)c1ccc(/C=C2\SC(N3CCCC3)=NC2=O)cc1 | 89 | 4 | -0.2 | -6 | 17 | 0.8 | 97 | 12 | 12 | -4
CC1=C(C(=O)N2CCOCC2)C(c2ccc(Cl)cc2)NC(=S)N1 (centres undefined) | 104 | -5 | -0.2 | 7 | 4 | 1 | 105 | 1 | -11 | 0
